Screening data as filed in PubChem BioAssay.
NR1D1 modulator = modulates human Rev-erb alpha binding to DNA. P20393. Rev-erbα–FITC-DNA binding, fluorescence polarization, 90 min. activity, % at 10 µM. actives 0.79% (n = 370,000);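 active means activity above about 14%, limit read from the data; passing the limit was not always enough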;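 further: 0% = DMSO wells with 35 nM protein and 100% = DMSO wells with 750 nM protein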
Tn7 DDE FP = DD(E)-Tn7 binding inhibition, primary FP screen; P02675; FP displacement of FITC-Tn7 peptide from fibrin DD(E); 0% = median of compound wells per plate; inhibition, % at 8.3 µM; actives 0.13% (n = 370,000); AID 720508;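 active means inhibition above the mean of compounds falling within the control limits plus 3 SD of them, cut at about 14% in these data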;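 further: 0% = plate median of compound wells and 100% = 10 µM Aha-Tn7 peptide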
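Test system: human clot-derived fibrin DD(E) complex / Quantity: 2 µM final DD(E) protein / Incubation: 10 min plus 3 h, room temperature / Measured by: fluorescence polarization / Benchmarks: high control of 10 µM Aha-Tn7 peptide / Replicates: singlicate testing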
Tn6 DDE FP = inhibitors of Tn6 peptide binding to human fibrin DD(E); Fibrin DD(E) TRITC-Tn6 fluorescence polarization displacement; inhibition, % at 8.3 µM; actives 0.21% (n = 370,000);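 active means inhibition above a per-campaign cutoff: mean of compounds within control limits plus 3 SD, cut at about 15% in these data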;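 further: 0% = median of all compound wells on the plate and 100% = blocking peptide control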
UHRF1 MBD2 ctr = human UHRF1 methylated DNA binding inhibitors; UHRF1 binding to methylated oligo, TR-FRET; AID 687016; Q96T88; actives 0.75% (n = 370,000); inhibition, % at 4.4 µM; in the data active means inhibition above about 21%;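 further: UHRF1 SRA domain binding a hemimethylated CpG hairpin DNA probe; 0% = median of test compound wells and 100% = reference inhibitor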
Target sequence (Q96T88 whole entry, looked up, the tested form may be a part): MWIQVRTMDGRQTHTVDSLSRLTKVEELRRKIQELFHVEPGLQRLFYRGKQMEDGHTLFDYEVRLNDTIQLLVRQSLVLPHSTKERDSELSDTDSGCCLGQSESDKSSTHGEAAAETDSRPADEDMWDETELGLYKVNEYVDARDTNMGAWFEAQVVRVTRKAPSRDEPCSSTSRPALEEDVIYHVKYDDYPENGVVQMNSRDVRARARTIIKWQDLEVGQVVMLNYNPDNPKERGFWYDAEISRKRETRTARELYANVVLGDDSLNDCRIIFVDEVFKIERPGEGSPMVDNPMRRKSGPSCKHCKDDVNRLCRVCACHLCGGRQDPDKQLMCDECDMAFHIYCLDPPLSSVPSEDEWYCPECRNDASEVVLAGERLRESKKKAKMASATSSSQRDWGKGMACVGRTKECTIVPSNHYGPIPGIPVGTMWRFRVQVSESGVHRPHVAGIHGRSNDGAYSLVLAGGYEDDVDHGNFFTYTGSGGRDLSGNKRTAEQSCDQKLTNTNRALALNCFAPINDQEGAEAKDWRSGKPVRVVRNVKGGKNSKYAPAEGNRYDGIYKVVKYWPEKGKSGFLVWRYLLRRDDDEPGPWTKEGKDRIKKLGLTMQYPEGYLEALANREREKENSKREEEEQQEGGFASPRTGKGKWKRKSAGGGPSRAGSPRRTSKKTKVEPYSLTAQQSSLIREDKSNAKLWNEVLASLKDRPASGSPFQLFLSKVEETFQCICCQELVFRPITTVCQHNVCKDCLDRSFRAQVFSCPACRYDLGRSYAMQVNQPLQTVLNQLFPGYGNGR
ARFGAP1 inh = rat ARFGAP1 inhibition. Q62848. inhibition, % at 16.5 µM. AID 651572. Arfgap1-stimulated ARF1 GTP hydrolysis, GDP FP detection. actives 0.26% (n = 360,000);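 active means inhibition above a per-plate limit, mean inhibition of low control wells plus 3 SD, cut at about 25% in these data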;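 further: 0% = DMSO wells with enzyme and 100% = wells lacking Arfgap1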
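Material – truncated rat Arfgap1 GAP domain · Buffer or medium – HEPES-based buffer, pH 7.5 · Reagent – human ARF1(Δ1-17)-GTP substrate · Dosing – 16.5 µM single point, 1.26% DMSO · Schedule – GTP hydrolysis reaction 2 h at 25 °C · Technique – GDP detection by fluorescence polarization · Benchmarks – No-Arfgap1 wells (100%) versus DMSO full-reaction wells (0%) · Repeats – single replicate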
proKLK7 act = activators of human kallikrein-7 zymogen. P49862. purified proKLK7, EDANS-DABCYL substrate fluorescence; 100% is mature enzyme control, 0% vehicle. activation, % at 7 µM. actives 0.9% (n = 370,000);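 active means activation above the mean of all tested compounds plus 3 SD, computed per campaign excluding outliers beyond control limits, cut at about 13% in these data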
Target sequence (P49862 whole entry, looked up): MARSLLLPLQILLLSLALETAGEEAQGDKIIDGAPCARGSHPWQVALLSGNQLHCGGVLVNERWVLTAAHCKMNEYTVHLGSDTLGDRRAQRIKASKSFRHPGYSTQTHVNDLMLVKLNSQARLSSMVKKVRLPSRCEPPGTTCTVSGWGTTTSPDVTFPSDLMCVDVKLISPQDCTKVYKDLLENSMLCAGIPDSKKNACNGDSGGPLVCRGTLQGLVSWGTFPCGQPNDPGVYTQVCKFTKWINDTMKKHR
PLC-gamma1 inh = PLC-gamma1 (human) inhibition, primary screen; purified PLC-gamma1, fluorogenic substrate, fluorescence; actives 0.84% (n = 370,000); P19174; inhibition, % at 12.2 µM; in the data active means inhibition above about 9.5%
ASAP1 GAP inh = blocks human ASAP1-stimulated Arf1 GTP hydrolysis. Q9ULH1. GDP FP detection. inhibition, % at 16.5 µM. actives 0.19% (n = 360,000). AID 624377; in the data active means inhibition above about 25%;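 further: 0% = vehicle with enzyme and substrate and 100% = no enzyme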
PLC-beta3 inh = blocks human PLC-beta3 enzyme activity. Q01970. Purified PLC-beta3, fluorogenic substrate, fluorescence. inhibition, % at 12.2 µM. actives 0.18% (n = 370,000); in the data active means inhibition above about 11%;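 further: 0% = median of compound wells on plate and 100% = full blocker control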
sPLA2-III inh = Inhibits HGIII-sPLA2 liposome hydrolysis, primary screen; inhibition, % at 12.2 µM; Q9NZ20; actives 0.56% (n = 370,000); QFRET BODIPY PC-A2 liposome hydrolysis, fluorescence;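 active means inhibition above mean plus 3 SD of compounds lying within the high and low control bounds, cut at about 19% in these data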;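 further: 0% = median of test compound wells and 100% = no enzyme DMSO wells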
An asterisk follows results filed as active; x = no result given; & = joins results of further samples. Outcome played no part in choosing rows (roughly 4.5% active in at least one column).

SMILES	NR1D1 modulator	Tn7 DDE FP	Tn6 DDE FP	UHRF1 MBD2 ctr	ARFGAP1 inh	proKLK7 act	PLC-gamma1 inh	ASAP1 GAP inh	PLC-beta3 inh	sPLA2-III inh
C[C@H](NC(=O)c1ccc(C(C)(C)C)cc1)C(=O)N1CCC2(CC1)NCCc1[nH]cnc12	-2.7	-2.9	6.5	0.4	3.8	0.8	0.2	-7.1	2.5	-3.1
CC(C)C[C@H]1CN(CCCC[C@H]2CNC(=O)C(=O)N2CCc2ccccc2)C(=O)C(=O)N1Cc1ccccc1	5.7	0.5	4.0	1.8	-16.7	0.6	1.2	3.3	2.6	-3.6
COc1ccc(N2CCN(c3oc(-c4ccco4)nc3C#N)CC2)cc1	6.3	-10.9	1.4	-4.2	-3.1	-0.3	-2.6	0.8	-5.2	0.5
CCN(C(=O)CN1CCCCC1)C1(C)C(=O)c2ccccc2C1=O	-3.2	1.1	3.1	-1.5	-3.4	0.3	3.1	-3.8	3.7	0.5
COC(=O)CC1C(=O)NCCN1C(=O)CSc1nc2ccc([N+](=O)[O-])cc2s1 (stereo not given)	-3.0	10.9	-0.6	-3.3	10.3	-0.1	-1.9	3.7	-4.9	-2.3
CN(C)CCN(Cc1ccccc1)C(=O)C1CCN(c2ncnc3c2nc2n3CCCCC2)CC1	5.1	-0.3	0.3	0.0	-8.8	-0.7	-2.7	-1.1	-2.5	-1.0
N#Cc1cccc(-c2ccccc2C(=O)NC2CCCCN(Cc3ccc(Cl)cc3)C2=O)c1 (stereo not given)	4.1	2.7	2.4	1.9	x	0.0	-0.2	x	-0.2	-3.2
Cc1nc(N2CCN(c3ccccn3)CC2)c2c(C)c(C(=O)Nc3ccc(F)cc3F)sc2n1	3.9	-4.1	-8.2	-2.1	15.5	-0.3	-1.5	-7.4	-6.7	-2.2
CCOc1ccc(NC(=O)c2cccc3c2C(=O)N(CC2CCCO2)C3)cc1 (stereo not given)	-1.4	4.2	-1.2	-0.2	6.0	0.5	-1.7	5.6	-1.3	3.8
CC12CCC(C(=O)N3CCOCC3)([C@H](Br)C1=O)C2(C)C (stereo not given in full)	4.6	4.8	9.0	-0.9	1.4	0.0	0.9	-21.0	-8.1	0.5
O=C(O)c1cccc(N2C(=O)Nc3ccccc3N2O)c1	4.0	3.1	-4.5	3.0	9.1	-0.3	-4.9	1.3	-4.1	15.9
Cc1ccc(NC(=O)N2CC(C)OC(C)C2)cc1[N+](=O)[O-] (stereo not given)	-8.6	4.3	1.2	-0.7	33.2*	0.4	2.9	-2.0	-0.9	-4.6
CCOc1ccc(N(CC)S(=O)(=O)c2ccc3c(c2)oc(=O)n3C)cc1	1.0	-9.0	-4.4	-1.1	4.0	0.3	3.9	6.0	4.0	0.3
O=C(NC(NC(=O)c1c(F)cccc1F)c1ccc([N+](=O)[O-])cc1)c1c(F)cccc1F	-4.8	3.6	-0.1	0.0	13.6	-0.1	-3.3	2.2	-4.5	4.4
O=C(COc1ccc2ccccc2c1)Nc1ccc(Cc2ccncc2)cc1	x	0.1	7.8	-1.3	9.1	0.0	-1.9	10.7	-4.6	-5.0
CCCOc1ccc(N2CC(C(=O)Nc3ccc(N4CCOCC4)cc3)CC2=O)cc1 (stereo not given)	-1.3	-3.5	7.3	0.5	-4.4	-0.5	-0.6	11.0	-1.8	-1.6
COc1ccc(Oc2ccc(S(=O)(=O)N3CCCCC3)cc2S(=O)(=O)N2CCCCC2)cc1	-1.1	-3.7	-13.2	-0.8	5.2	0.1	2.9	-2.4	-7.6	2.3
O=C(Cc1nnc(NC(=O)c2ccccc2)s1)N/N=C/c1ccco1	-11.3	-10.4	-3.9	27.3*	-9.1	0.8	-220.0	0.9	-259.7	-27.9
Cc1cc(NC(=O)c2c(-c3ccccc3Cl)noc2C)no1	3.1	-4.2	-3.5	-3.6	14.1	-0.6	1.9	10.6	2.5	-2.6
CCC(CO)Nc1ncnc2c1cnn2-c1ccc(OC)cc1 (stereo not given)	4.3	-2.5	3.7	-1.6	0.1	-0.1	-12.3	17.6	-14.1	-1.5
O=C(NCc1n[nH]c(=O)c2ccccc12)C1CC(=O)N(c2ccc(Cl)cc2)C1 (stereo not given)	4.9	-5.6	-1.3	1.4	3.3	0.6	-2.6	10.6	0.6	-2.5
NC(=O)CSc1nccn1Cc1ccc2c(c1)OCO2	-7.4	1.3	-2.9	-2.2	-4.8	-0.1	-2.3	0.5	-8.3	0.8
Cc1nc(N2CCC(C)CC2)c2c(C)c(C(=O)Nc3cc(F)ccc3C)sc2n1	15.7	-1.6	-0.4	-5.1	-10.8	-89.7	0.2	-3.0	4.3	-6.3
COc1ccc(OC)c(NC(=O)CSc2nnc(CNc3ccc(C)cc3C)o2)c1	0.6	-2.8	-0.1	0.0	2.4	-0.9	3.0	15.5	0.2	0.0

UHRF1 MBD2 ctr: hit marks shown above.
SMILES	NR1D1 modulator	Tn7 DDE FP	Tn6 DDE FP	UHRF1 MBD2 ctr	ARFGAP1 inh	proKLK7 act	PLC-gamma1 inh	ASAP1 GAP inh	PLC-beta3 inh	sPLA2-III inh
O=C(Cc1nnc(NC(=O)c2ccccc2)s1)N/N=C/c1ccco1	-11.3	-10.4	-3.9	27.3*	-9.1	0.8	-220.0	0.9	-259.7	-27.9

Continued:
SMILES	NR1D1 modulator	Tn7 DDE FP	Tn6 DDE FP	UHRF1 MBD2 ctr	ARFGAP1 inh	proKLK7 act	PLC-gamma1 inh	ASAP1 GAP inh	PLC-beta3 inh	sPLA2-III inh
O=C(CCS(=O)(=O)c1ccc(Br)cc1)NCCC1=CCCCC1	-6.3	-3.4	0.0	6.6	0.5	0.2	-2.8	2.8	-9.4	3.1
COC(=O)N/N=C/c1cc(C)n(-c2ccc(F)cc2)c1C	0.9	0.4	-14.6	-3.7	-8.8	-0.3	-2.5	4.1	-4.9	-2.0
COc1ccc(CN(C)CC(=O)Nc2ccc(N3CCOCC3)cc2)cc1OC	-4.7	5.3	-3.7	-3.9	11.7	-0.8	-3.3	5.2	-9.7	7.0
COc1ccccc1C(=O)n1ccc2ccc(-c3ccc4ccn(Cc5ccccc5)c4c3)cc21	5.1	6.7	-1.2	-2.9	x	-25.5	-113.2	x	-180.2	6.5
CC1=C(C(=O)OC(C)C)C(c2cccc(F)c2)N2C(=O)C(C)SC2=N1 (stereo not given)	8.0	5.9	0.0	1.5	-12.0	-0.1	4.5	8.3	6.6	-22.9
CCN=c1scc(-c2ccc3c(c2)NC(=O)CO3)n1N=C1CCCC1	-4.6&-0.1	9.7&-7.7	2.7&1.2	-0.6&0.3	3.1&-24.3	0.6&1.0	-5.3&-5.3	-11.4&-1.7	-9.9&-7.3	4.7&-6.7
CCN(CC(=O)Nc1ccc(NC(C)=O)cc1)C(=O)C1(c2ccc(Cl)cc2)CCC1	3.6	-2.9	-4.2	0.0	6.9	-0.7	0.3	13.1	2.1	-4.3
O=C(CN(C(=O)c1csnn1)c1ccccc1F)NCc1ccccc1	0.6	-6.8	6.9	-0.5	-4.3	0.0	-2.7	-10.4	-3.5	-0.1
CCN(CC)CCNC(=O)c1cc2c(=O)n(CC)c3ccccc3c2s1	-1.3	-0.5	0.0	-2.6	5.1	38.4*	-155.0	3.1	-222.8	-6.8
CCN(CC(=O)Nc1ccc([N+](=O)[O-])cc1OC)c1ccccc1	2.9	3.1	-3.9	-0.2	0.3	0.1	0.4	10.2	-1.7	-5.8
CN(C(=O)[C@@H](C1CC1)[C@@H](O)c1ccc2ccccc2c1)c1ccccc1	3.5	-3.8	-5.3	-2.3	x	-0.2	10.4*	x	0.1	0.4
Cc1cc(-c2n[nH]c(=S)n2/N=C/c2ccc(C)s2)n[nH]1	-2.2	0.2	-3.5	0.3	8.4	0.3	-1.1	-2.7	-1.4	18.2
COc1ccc(C2CC(c3ccc4ccccc4c3OC(C)=O)=NN2C(=O)/C=C/c2ccccc2)cc1 (stereo not given)	0.9	1.1	-7.8	3.3	1.1	-0.7	-7.3	-6.5	-11.5	1.3
CN(C)NC(=O)c1ccsc1NC(=O)c1ccc(S(=O)(=O)N2CCCC2)cc1	-6.9	-4.5	1.3	-2.9	6.3	0.0	-4.2	-6.0	-9.8	-6.0
CCOc1ccc(N(CC(=O)NCCSCc2ccccc2)S(=O)(=O)c2ccccc2)cc1	-0.1	5.0	-1.3	2.6	8.0	-0.4	2.7	-0.1	-9.1	-5.3
Cc1ccc(S(=O)(=O)N(C)C)cc1NC(=O)Nc1c(-c2ccccc2)noc1C	-1.2	-1.2	-1.9	7.6	-0.3	0.8	-3.1	8.7	-8.5	3.2
COc1ccc(OC)c(/C=C2\SC(=S)N(N3CCOCC3)C2=O)c1	-3.2	-2.8	5.5	0.5	1.2	0.7	2.0	12.4	-6.6	-1.9
Cc1nc(SCC(=O)N(C)c2ccccc2)[nH]c(=O)c1C	-6.2	2.3	8.7	-0.4	x	x	1.3	x	2.0	2.7
C[C@H]1C=C(C(=O)NC2CC2)O[C@@H](OCc2ccc(CO)cc2)C1	-2.2	-5.0	1.4	-0.9	1.0	0.1	-3.8	-10.5	-9.7	3.5
COc1cccc(/C=N/NC(=O)c2nnn(-c3nonc3N)c2CN(C)C2CCCCC2)c1	6.5	7.4	10.8	2.1	-2.7	-0.5	3.5	1.6	1.1	12.0
O=C(COc1cccnc1[N+](=O)[O-])Nc1ccc(S(=O)(=O)N2CCOCC2)cc1	9.2	-6.4	-9.0	0.4	0.5	-0.9	3.2	3.9	-7.9	0.0
CN=C1SC(CC(=O)Nc2cc(Cl)ccc2Cl)C(=O)N1C (stereo not given)	-1.4	7.0	7.8	0.2	2.6	0.7	-0.9	-2.4	0.1	-5.9
Clc1ncnc2scc(-c3ccccc3)c12	0.8	3.3	-6.8	-1.4	-1.1	0.6	4.8	-8.1	5.4	-2.6
O=C(CSc1nnnn1-c1ccccc1)NCCCN1CCCC1=O	6.1	1.2	-8.6	0.8	7.6	-0.7	-0.5	-14.6	-2.7	11.7
COC(=O)c1sc(NC(=O)COC(=O)C2CCC2)c(C(=O)OC)c1C	-0.2	0.3	2.5	-0.4	12.8	-0.3	-0.9	-5.3	2.2	2.8
Cc1ccc2c(c1)C(=O)C(=O)N2CC1COc2ccccc2O1 (stereo not given)	1.0	5.9	3.1	-5.7	-1.3	-0.7	-1.4	7.4	-3.5	17.5
Cc1ccccc1NC(=O)COC(=O)Cc1ccsc1	-5.2	2.0	-8.8	1.7	11.0	0.8	-0.2	9.8	0.0	8.9
CCN(CC)S(=O)(=O)c1ccc2[nH]cc(C(=O)NCCC3=CCCCC3)c(=O)c2c1	-3.8	0.4	-8.2	-2.6	12.0	-0.8	2.2	17.3	-0.5	-14.4
